Tau fluor counter – counter-screen for tau fibril formation inhibitors | tau K18 P301L Alexa594 fluorescence, heparin fibrillization | Potency, µM (titrated, usually from 57.7 µM), without a hit: top-dose activity change, negative = decrease | 0.93% of 280,000 active; note: % is set by controls: 0 for no effect and ±100 for the full control effect; nearly all actives have a fitted effect of over 55% in size
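Human tau K18 P301L (15 uM unlabeled, 0.24 uM Alexa 594-labeled) in 100 mM sodium acetate pH 7 with 20 uM heparin, 6 hr at 37 C. ThT 30 uM added, 1 hr ambient; Alexa 594 FP and total fluorescence read at 555/632 nm.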
Tau fibril ThT – inhibitors of human tau fibril formation, thioflavin T binding | P10636 | recombinant tau K18 P301L, heparin-induced fibrillization, ThT fluorescence | Potency, µM (doses to about 57.4 µM), inactives show at the top dose activity, negative = inhibition, usual class: inhibitors | 2.1% of 270,000 active; note: % is set by controls: 0 for no effect and ±100 for the full control effect; nearly all actives have a fitted effect of over 55% in size
Target sequence (P10636 561-689 P618L limits assumed): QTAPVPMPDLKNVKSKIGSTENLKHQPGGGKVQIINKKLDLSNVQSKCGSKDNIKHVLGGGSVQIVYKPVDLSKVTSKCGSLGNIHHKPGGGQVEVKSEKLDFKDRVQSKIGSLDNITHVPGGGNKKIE
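ThT emission at 510 nm, taken 1 hr after adding 30 uM dye, quantifies aggregates formed when 20 uM heparin acts on human tau K18 P301L for 6 hr at 37 C.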
HTT cytoprotect – protects HTT-Q103 PC12 cells, measured by ATP; PC12 HTT-Q103 induced, cytoprotection, ATP luminescence, 40 h; Potency, µM (top dose mostly 56.4 µM), for the others: cytoprotection (ATP increase), actives largely listed as activators; 0.14% of 230,000 active; AID 1471;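 note: % of control where 0% means no effect; nearly all actives have a fitted effect of over 45% in size; toxic huntingtin expression switched on by the ecdysone agonist tebufenozide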
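PC12 cells with ecdysone-inducible HTT exon 1 Q103-GFP, induced with 100 nM tebufenozide and co-treated with library compounds in a dose series (1536-well, 1500 cells/well). Cytoprotection read as ATP content by ATPlite luminescence.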
aGal spleen mod – alpha-galactosidase A (human) modulation; P06280; human spleen homogenate, 4MU-alpha-Gal fluorescence, 40 min; Potency, µM (series often up to 80 µM), for the others: top-dose activity change, negative = inhibition, hits mostly inhibitors; 0.008% of 240,000 active; AID 2107;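 note: 0% = enzyme with vehicle and -100% = no enzyme basal signal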
Target sequence (P06280 32-429 limits assumed): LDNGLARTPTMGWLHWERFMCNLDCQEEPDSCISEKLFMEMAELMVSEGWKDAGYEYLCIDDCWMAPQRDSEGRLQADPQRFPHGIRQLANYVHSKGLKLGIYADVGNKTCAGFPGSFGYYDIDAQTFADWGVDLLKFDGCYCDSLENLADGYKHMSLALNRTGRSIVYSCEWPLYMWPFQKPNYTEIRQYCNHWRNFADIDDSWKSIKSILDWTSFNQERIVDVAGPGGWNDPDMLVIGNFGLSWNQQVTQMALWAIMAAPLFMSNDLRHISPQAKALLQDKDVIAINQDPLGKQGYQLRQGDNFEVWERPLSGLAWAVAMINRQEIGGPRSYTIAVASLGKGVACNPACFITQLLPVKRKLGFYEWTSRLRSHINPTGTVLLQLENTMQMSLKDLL
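qHTS titration in buffer at pH 5.0. Alpha-galactosidase activity in spleen homogenate was measured via 4-methylumbelliferone release from 1 mM fluorogenic substrate after 40 min at 37C and a pH 10 stop. AC50 came from Hill fits of control-normalized data.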
Tau FP inhib – blocks human tau fibril formation measured by polarization | 0.39% of 280,000 active | K18 P301L tau heparin fibrillization, Alexa594 FP, 6 h | P10636 | Potency, µM (series often up to 57.7 µM), inactives show top-dose activity, negative = inhibition, hits mostly inhibitors; note: % is set by controls: 0 for no effect and ±100 for the full control effect; nearly all actives have a fitted effect of over 55% in size
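Quantitative HTS format: compounds meet 15 uM recombinant K18 P301L tau and Alexa 594-tau tracer in 100 mM sodium acetate pH 7; 20 uM heparin triggers fibrillization at 37 C over 6 hr; FP gives the signal.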
GAA glycogen mod – alters human alpha-glucosidase cleavage of glycogen. P10253. 0.38% of 300,000 active. recombinant GAA, glycogen substrate, Amplex Red glucose oxidase fluorescence. Potency, µM (series often up to 76.4 µM), without a hit: at the highest dose activity change, negative = inhibition, most hits filed as inhibitors;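 note: 0% = full enzyme reaction and -100% = no-enzyme basal signal; the screen sought inhibitors and activators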
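Natural-substrate format: glycogen cleavage by 4 nM human enzyme, glucose read by Amplex Red coupling (Ex 573, Em 610 nm). Normalized to enzyme and no-enzyme controls.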
aGlu spleen mod – lysosomal alpha-glucosidase (human) modulation. human spleen homogenate, 4-MU-alpha-glucoside fluorescence. Potency, µM (titrated, usually from 79.9 µM), for the others: at the top dose activity change, negative = inhibition, most hits filed as inhibitors. 0.006% of 240,000 active. AID 2112;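 note: 0% = enzyme with vehicle and -100% = no enzyme basal signal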
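Enzyme source: human spleen homogenate, 1 ug/well. Buffer 50 mM citric acid/K phosphate pH 5.0, 0.01% Tween-20. 4-MU-alpha-glucoside 1 mM; 37 C x 40 min; NaOH/glycine stop; fluorescence.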
GAA inh – blocks human lysosomal alpha-glucosidase; Potency, µM (titrated, usually from 76.9 µM), without a hit: at the top dose activity change, negative = inhibition, hits mostly inhibitors; purified human GAA, 4-MU-alpha-glucoside fluorescence; 0.005% of 200,000 active; P10253;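 note: plate controls were uninhibited enzyme wells for no effect and no-enzyme background for full effect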
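qHTS format, compound range up to 77 uM. Human lysosomal enzyme at 4 nM, 400 uM 4-MU glucoside substrate, pH 5.0, 20 min room temperature; fluorescence after alkaline stop gives activity normalized to controls.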
* hit, by the source's call; ? = inconclusive; nt = no result given; [ ] = another dose, or the depositor's remark. Calls come from the whole dose curve; as a rule, active = well fitted curve in the direction sought with a large enough effect; inconclusive = small, poorly fitted or top-dose-only effect, or another doubt; inactive = no such curve, though single readings can be large; an effect the other way counts as inactive or inconclusive. Potency is the fitted concentration of half-maximal effect.

The opening 11 entries as a preview:
| compound | Tau fluor counter | aGlu spleen mod | GAA glycogen mod | Tau fibril ThT | HTT cytoprotect | Tau FP inhib | aGal spleen mod | GAA inh |
| --- | --- | --- | --- | --- | --- | --- | --- | --- |
| CCC(C)NS(=O)(=O)c1ccc(S(=O)(=O)N(CCc2ccc(OC)c(OC)c2)Cc2cccs2)cc1 (configuration not stated) | -23% | 5% | -3% | -5% | 15%[1.9 µM] | 9% | 7% | -13% |
| COc1ccc2c(c1)C(=O)C(=O)N2 | 3% | -1% | -3% | 8% | 28%[10 µM] | 6% | 4% | 6% |
| C=CCn1c(=O)c2ccccc2n2c(SCc3cc(=O)n4ccsc4n3)nnc12 | -4% | -11% | 4% | 2% | 17%[10 µM] | 4% | 5% | -9% |
| O=C(O)Cn1nc(-c2ccccc2)oc1=O | 2% | 1% | 8% | 12% | -6% | 4% | 2% | -8% |
| O=C1c2ccccc2C(=O)N1Cc1nc2ccccc2c(=O)n1Cc1ccco1 | 0% | 2% | -9% | -4% | -8%[10 µM] | 3% | 2% | 4%[15.4 µM] |
| Cc1ccccc1NC(=O)Cn1nnc(-c2ccc(N3CCOCC3)cc2)n1 | -6% | -5% | -11% | -11% | -28% | 1% | -5% | 7% |
| Cc1c(C(=O)/C=C/N(C)C)nnn1-c1ccc(Cl)cc1C#N | -15% | 0% | -14% | -15% | 7%[10 µM] | -7% | 0% | nt |
| CCc1ccc2c(CN3CCc4cc(OC)c(OC)cc4C3)cc(=O)oc2c1 | -8% | -1% | 7% | ? | 15%[10 µM] | ? | 8% | 8% |
| CCc1ccc(CNC(=O)c2cc3c(s2)-c2ccccc2OC3)cc1 | -16% | nt | 18%[76.3 µM] | -6% | nt | ? | nt | nt |
| O=C1c2ccccc2C(=O)c2c1ccc(C(=O)N1CCCCC1)c2NCCO | -12% | 10% | 2% | -15% | 14% | -2% | 10% | 1% |
| CC1CN(C(=O)CN2C(=O)NC3(CCCCCC3)C2=O)CC(C)O1 (configuration not stated) | -3% | -13% | 0% | -4% | -5% | 2% | 0% | -5% |

The whole of this part (from the top)
| compound | Tau fluor counter | aGlu spleen mod | GAA glycogen mod | Tau fibril ThT | HTT cytoprotect | Tau FP inhib | aGal spleen mod | GAA inh |
| --- | --- | --- | --- | --- | --- | --- | --- | --- |
| CCC(C)NS(=O)(=O)c1ccc(S(=O)(=O)N(CCc2ccc(OC)c(OC)c2)Cc2cccs2)cc1 (configuration not stated) | -23% | 5% | -3% | -5% | 15%[1.9 µM] | 9% | 7% | -13% |
| COc1ccc2c(c1)C(=O)C(=O)N2 | 3% | -1% | -3% | 8% | 28%[10 µM] | 6% | 4% | 6% |
| C=CCn1c(=O)c2ccccc2n2c(SCc3cc(=O)n4ccsc4n3)nnc12 | -4% | -11% | 4% | 2% | 17%[10 µM] | 4% | 5% | -9% |
| O=C(O)Cn1nc(-c2ccccc2)oc1=O | 2% | 1% | 8% | 12% | -6% | 4% | 2% | -8% |
| O=C1c2ccccc2C(=O)N1Cc1nc2ccccc2c(=O)n1Cc1ccco1 | 0% | 2% | -9% | -4% | -8%[10 µM] | 3% | 2% | 4%[15.4 µM] |
| Cc1ccccc1NC(=O)Cn1nnc(-c2ccc(N3CCOCC3)cc2)n1 | -6% | -5% | -11% | -11% | -28% | 1% | -5% | 7% |
| Cc1c(C(=O)/C=C/N(C)C)nnn1-c1ccc(Cl)cc1C#N | -15% | 0% | -14% | -15% | 7%[10 µM] | -7% | 0% | nt |
| CCc1ccc2c(CN3CCc4cc(OC)c(OC)cc4C3)cc(=O)oc2c1 | -8% | -1% | 7% | ? | 15%[10 µM] | ? | 8% | 8% |
| CCc1ccc(CNC(=O)c2cc3c(s2)-c2ccccc2OC3)cc1 | -16% | nt | 18%[76.3 µM] | -6% | nt | ? | nt | nt |
| O=C1c2ccccc2C(=O)c2c1ccc(C(=O)N1CCCCC1)c2NCCO | -12% | 10% | 2% | -15% | 14% | -2% | 10% | 1% |
| CC1CN(C(=O)CN2C(=O)NC3(CCCCCC3)C2=O)CC(C)O1 (configuration not stated) | -3% | -13% | 0% | -4% | -5% | 2% | 0% | -5% |
| CCOc1ccc(C(=O)c2c(N)c(-c3nc(-c4ccc(OCC)cc4)cs3)c3ccccn23)cc1 | ? | nt | -14%[76.3 µM] | ? | nt | 7% | nt | nt |
| CCN1CCN(C(=O)NC(c2ccc(C)c(F)c2)C(Cl)Cl)CC1 (configuration not stated) | 1% | 1% | 3% | 4% | -31%[inhibitor] | 4% | -3% | 6% |
| COc1ccc(C(c2nnnn2Cc2cccs2)N2CCN(c3ccccc3F)CC2)cc1OC (configuration not stated) | -16% | -7% | 8% | -8% | -19% | -3% | -10% | ? |
| CCCCN(C(=O)Cc1cccc(F)c1)c1c(N)n(CCC)c(=O)[nH]c1=O | -1% | -2% | -5% | 2% | 13%[10 µM] | -1% | 3% | -9% |
| O=C(NCc1nc(-c2ccccc2)no1)c1ccco1 | -5% | nt | 18%[76.3 µM] | 7% | nt | -2% | nt | nt |
| CC1=Nn2c(nc3sc4c(c3c2=O)CCCC4)SC1 | 2% | -1% | -2% | 10% | 18%[10 µM] | 4% | 6% | -2% |
| O=C(/C=C/c1cccs1)Nc1ccc([N+](=O)[O-])cc1 | ? | -14% | -2% | ? | 0%[10 µM] | -7% | -8% | -6% |
| Cc1ccc2nc(SCC(=O)Nc3cc(C(F)(F)F)ccc3N3CCOCC3)[nH]c2c1 | ? | 4% | -9% | -10% | -69%[inhibitor][10 µM] | -17% | -2% | 0% |
| CCN1CCN(c2cc3c(cc2F)c(=O)c(S(=O)(=O)c2cc(C)cc(C)c2)cn3CC)CC1 | 5% | nt | ? | 6% | nt | 7% | nt | nt |
| Clc1ccc(C2CC(c3ccco3)n3ncnc3N2)cc1Cl (configuration not stated) | -19% | -5% | -1% | ? | -1%[10 µM] | -7% | -2% | 1% |
| CC/C(=N\O)c1c(O)c2c(n(-c3ccccc3)c1=O)CCCC2 | 8% | 8% | 5% | 1% | nt | 17% | 7% | -14% |
| CCCNC(=O)c1cc(SC)ccc1Cl | 5% | -8% | -1% | 1% | 16% | 9% | 7% | 0% |
| CCc1nnc(NC(=O)CSc2nnc(Cc3ccccc3)o2)s1 | -10% | 1% | -2% | -22% | -8% | 3% | 5% | -1% |
| CCOC(=O)C1(Cc2ccccc2)CCN(Cc2cnn(CC)c2)CC1 | -6% | 9% | -8% | -5% | 3%[10 µM] | -3% | 8% | nt |
| COc1c(C=O)c(CCN(C)C(=O)c2ccc(F)cc2)cc2c1OCO2 | -4% | 5% | -9% | -9% | 11%[10 µM] | 2% | 19% | -21%[15.4 µM] |
| CCNC(=O)CCSc1nnc(-c2ccc(O)cc2)o1 | 3% | nt | 12%[76.3 µM] | -8% | nt | -6% | nt | nt |
| CN1CCN(C(=O)c2ccc3c(=O)n(-c4ccc(F)cc4)c(=S)[nH]c3c2)CC1 | -3% | nt | 9% | -7% | -19% | 2% | -7% | -9% |
| O=C(N/N=C/C=C/c1ccccc1)NC1CCCCC1 | -10% | 0% | -13% | -15% | -24% | 1% | 2% | 1% |
| COc1ccc(OC)c(-n2c(=O)c3ccccc3c3ccccc3c2=O)c1 | -3% | -6% | 13% | ? | 25%[10 µM] | 4% | 2% | -1% |
| N=c1oc2ccccc2cc1-c1nc(-c2ccc(Cl)cc2)cs1 | -14% | 0% | 1% | -4% | -13%[10 µM] | ? | 1% | 7% |
| CC(C)c1ccc[n+](-c2nc([O-])sc2C=O)c1 | 8% | -5% | 12% | -4% | 7%[10 µM] | 10% | -13% | nt |
| COCCCNC(=O)c1ccc(N(C)S(=O)(=O)c2ccc(OC)cc2)cc1 | 0% | -4% | -9% | -8% | 16%[10 µM] | 1% | -7% | -7% |
| COC(=O)c1cn(C)c2ccc(S(=O)(=O)N3CCCC3)cc2c1=O | -7% | 12% | 2% | -15% | -33% | -2% | -3% | 1% |
| COCCNC(=O)/C(C#N)=C/c1cccc(NC(=O)c2ccccc2Cl)c1 | -3% | 6% | 3% | -5% | 14%[10 µM] | 3% | 9% | ? |
| Cc1cc(Nc2ccccc2N2CCOCC2)n2ncnc2n1 | -4% | -5% | 4% | -3% | -1% | 1% | -5% | -2% |
| Cc1nn(-c2cc(N3CCCCC3)ccc2[N+](=O)[O-])c(=O)c2ccccc12 | -26% | -8% | -9% | ? | 16%[10 µM] | 6% | -2% | 2% |
| CCN(C(=O)c1coc(=O)c(Br)c1)c1ccc2c(c1)OCO2 | ? | 3% | 18µM* | 22µM* | -10% | ? | 19% | ? |
| Cc1ccccc1-n1c(C)nnc1SCC(=O)NC1CCCc2ccccc21 (configuration not stated) | 1% | -6% | 12% | 6% | 7%[10 µM] | 2% | -1% | 3% |
| COC(=O)C1=C(N)Oc2cc(C)n(Cc3cccnc3)c(=O)c2C1c1ccc(OC)c(OC)c1 (configuration not stated) | 1% | -6% | 12% | 1% | -6% | 0% | 3% | ? |
| CCOc1ccccc1C(=O)Nc1nc2c(s1)CC(C)CC2 (configuration not stated) | -14% | nt | 4%[76.3 µM] | ? | nt | -13% | nt | nt |
| O=S(=O)(c1ccc(-c2ccccc2)cc1)N1CCOCC1 | -4% | 4% | 9% | -6% | -15% | -5% | -1% | ? |

3 of the entries above in order of the aGlu spleen mod value, lowest first.
Compound	aGlu spleen mod
COC(=O)C1=C(N)Oc2cc(C)n(Cc3cccnc3)c(=O)c2C1c1ccc(OC)c(OC)c1 (configuration not stated)	-6%
COCCCNC(=O)c1ccc(N(C)S(=O)(=O)c2ccc(OC)cc2)cc1	-4%
N=c1oc2ccccc2cc1-c1nc(-c2ccc(Cl)cc2)cs1	0%

Screening data deposited in PubChem BioAssay by National Center for Advancing Translational Sciences (NCATS).
